HIV RNase H inh = blocks HIV-1 RNase H cleavage of RNA/DNA duplex | hit rate 1.9% among 65,000 | RT-RNase H RNA/DNA duplex cleavage, fluorescence | P04585 | inhibition, % at 10 µM | AID 565; in the data active = inhibition above about 50%
RmlCD inh mix = mixture blocks RmlC and RmlD coupled enzyme activity | RmlC/RmlD coupled enzyme inhibition, 384-well mixture HTS | inhibition, % at 5.5 µM | hit rate 0.39% among 110,000 | AID 1532; in the data active = inhibition above about 30%, passing the limit was not always enough; also: strong numbers were not always called active
An asterisk follows results filed as active; · = no result given.

SMILES | HIV RNase H inh | RmlCD inh mix
CC(C(=O)N1CCN(C=O)CC1)N1C(=O)c2ccccc2C1=O (centres undefined) | 2.2 | 15.3
C=CCNC(=O)Nc1ccc(OCC)cc1 | -3.7 | 5.1
COc1ccc(/C(O)=C2\C(=O)C(=O)N(Cc3ccco3)C2c2cc(OC)ccc2OC)cc1 (centres undefined) | 7.8 | 11.9
O=C(Nc1cccc(Cl)c1Cl)c1ccncc1 | -11.0 | -26.9
CC1=Nc2ccccc2/C1=C/c1sc(=O)n(CC(=O)N2CCCC2)c1O | · | 7.7
CC1Cc2cc(/C(O)=C3/C(=O)C(=O)N(CCN4CCOCC4)C3c3cccc(O)c3)ccc2O1 (centres undefined) | 4.7 | 11.1
Cc1ccc(NC(=O)c2cc(-c3ccco3)on2)cc1C | 5.8 | -11.6
CC(Sc1ccc2ccccc2n1)C(=O)O (centres undefined) | -25.5 | ·
O=C1CC(c2cccc([N+](=O)[O-])c2)c2ccc3ccccc3c2N1 (centres undefined) | · | 4.3
CCCCCCCCC/C(=N\O)c1ccccn1 | · | -12.3
O=C(NCCc1ccccc1F)C(=O)Nc1nccs1 | · | 3.9
Cc1ccc2c(c1)N=C(c1ccc(F)cc1)CO2 | · | 10.3
COC(=O)C1=NN(c2ccccc2)C2(S1)S/C(=C\c1ccccc1)C(=O)N2c1ccccc1 (centres undefined) | · | -4.7
CCCn1nc([N+](=O)[O-])c(C(C#N)c2nc3ccccc3s2)c(Cl)c1=O (centres undefined) | · | -5.2
CCOc1ccc(NC(=O)N(CC(C)C)CC(C)C)cc1 | · | 4.1

Single records (already shown). Order of values: HIV RNase H inh	RmlCD inh mix
`Cc1ccc2c(c1)N=C(c1ccc(F)cc1)CO2` in the list: ·	10.3
`CCOc1ccc(NC(=O)N(CC(C)C)CC(C)C)cc1` in the list: ·	4.1
`CCCn1nc([N+](=O)[O-])c(C(C#N)c2nc3ccccc3s2)c(Cl)c1=O` (centres undefined) in the list: ·	-5.2
`CC1=Nc2ccccc2/C1=C/c1sc(=O)n(CC(=O)N2CCCC2)c1O` in the list: ·	7.7
`CCCCCCCCC/C(=N\O)c1ccccn1` in the list: ·	-12.3

(continued)
SMILES | HIV RNase H inh | RmlCD inh mix
O=C(CN1C(=O)c2ccccc2C1=O)Nc1nnc(C2CCCO2)s1 (centres undefined) | 0.6 | 19.3
CCC(C)C(=O)N1CCc2cc(-c3csc(N)n3)ccc21 (centres undefined) | -4.8 | 4.5
COc1ccc(NC(C)=O)cc1NC(=O)CN1CCN(S(=O)(=O)c2ccc(C(C)C)cc2)CC1 | 19.3 | -1.2
O=C(c1ccc(Cl)cc1)c1cn[nH]c1-c1ccccc1O | · | 8.4
CCOc1ccc(-c2nnc(SCc3nnc(-c4ccccc4)o3)n2-c2ccccc2F)cc1 | -7.4 | 3.0
NC(=O)CC(NC(=O)Cc1cccc2ccccc12)c1ccc(NCC2CC2)c([N+](=O)[O-])c1 (centres undefined) | · | -16.3
Cc1cc(Nc2cccc(Cl)c2C)n2ncnc2n1 | 16.9 | ·
Cc1cccc(C)c1NC(=O)CS(=O)CC(=O)NC1CCN(Cc2ccccc2)CC1 (centres undefined) | 1.3 | 2.4
Cc1ccc(-c2nc(NC(=O)CSc3nnc(C)s3)ns2)cc1 | -20.9 | 11.0
CCSc1ccccc1C(=O)Nc1cc(C)on1 | -3.6 | -4.9
O=C(c1ccc(F)cc1)C1CCN(C(=O)N2CCOCC2)CC1 | 6.9 | 2.3
O=C(NC(=S)Nc1ccc(N2CCCCC2)cc1)c1cccs1 | · | 6.2
Cc1nnc(NC(=O)c2ccc3c(c2)C(=O)N(CC2CCCO2)C3=O)s1 (centres undefined) | 0.2 | -7.9
COc1ccc(-c2ccc(SCC(=O)NCc3ccco3)nn2)cc1 | -7.5 | 8.6
O=C(CC12CC3CC(CC(C3)C1)C2)NCO | 0.6 | -10.0
COC(=O)c1ccccc1S(=O)(=O)N(CCCO)Cc1cc2c(C)ccc(C)c2[nH]c1=O | 32.5 | -8.6
CCc1cccc(NC2c3ccccc3C(=O)N2c2ccc(C)cn2)c1 (centres undefined) | -8.5 | 5.2
CC1(C(=O)O)Cc2ccccc2C(=O)O1 (centres undefined) | · | 5.1
CCCNc1nc2c(c(=O)[nH]c(=O)n2C)n1Cc1ccc(F)cc1 | 2.7 | 3.7
CCn1cc(C2=NOC(C(=O)Nc3c(C)nn(Cc4ccc(F)cc4)c3C)C2)c(C)n1 (centres undefined) | -2.6 | 3.1
O=C1CC(c2ccc(F)cc2)Cc2nc(NCC3CCCO3)ncc21 (centres undefined) | · | 0.5
CCOC(=O)C1CCCN(C2CC(=O)N(c3cccc(C(F)(F)F)c3)C2=O)C1 (centres undefined) | 1.7 | -12.8
Cc1cc(C(=O)CC#N)c(C)n1CC(F)(F)F | -2.1 | 4.0
O=C(Nc1ccc(Cl)cc1)N1CCC(c2nc(-c3cccs3)no2)CC1 | 1.6 | -29.5
C[C@]12CCC(=O)C=C1CCC1C2CC[C@@]2(C)C1CC[C@@]2(O)CC#N (some centres undefined) | -7.6 | 4.5
O=C1CCc2nc3ccccc3c(=O)n2N1 | -6.1 | -15.8
CCn1c(CNc2nc(-c3ccccc3)cs2)nnc1SCC(=O)NCc1ccco1 | -10.7 | -14.9
COc1ccccc1NC(=O)C(C)NS(=O)(=O)c1ccc(F)cc1 (centres undefined) | -1.2 | 15.1
COc1ccc(Cn2c(CCC(=O)Nc3ccc(C)cc3)nc3cccnc32)cc1 | · | -8.8
CCN(CC)CCCn1c(=S)[nH]c2ccc(Cl)cc2c1=O | -22.6 | 3.0
COc1cc(Cc2nc3ccc(S(=O)(=O)N4CCOCC4)cc3[nH]2)cc(OC)c1OC | · | -17.0
Nc1ccc2oc3ncccc3c(=O)c2c1 | -0.9 | -6.5
CC1CN(C(=O)CSc2ncnc3sccc23)CC(C)O1 (centres undefined) | -2.1 | 5.4
CC(=O)c1c(NCCc2ccccc2)cc(C)oc1=O | -22.9 | -9.2
Cc1cc(C)n2nc(SCc3nnc(SCCCCl)o3)nc2n1 | · | 2.2
CNC(=O)Nc1ccc(Cl)cc1 | · | 26.0
C=CCNC(=O)c1ccc2c3n(nc2c1)-c1ccccc1CO3 | · | -6.0
CCC1SC(N)=NC1=O (centres undefined) | -7.6 | -6.9
CC1(C)CC(=O)C(C2C3=C(CC(C)(C)CC3=O)Oc3ccccc32)=C(O)C1 (centres undefined) | · | 6.2
CNC(=O)c1cc2c(=O)n3cccc(C)c3nc2n1C | -16.6 | ·
O=C(NCc1ccc(Cl)cc1)c1ccc(-c2ccccc2C(F)(F)F)o1 | · | -7.7
O=C(Nc1ccc(CN2CCOCC2)cc1)c1cc2ccccc2oc1=O | -4.4 | ·
O=C(COC(=O)C1CC(=O)N(Cc2ccccc2)C1)Nc1ccc2c(c1)OCO2 (centres undefined) | -11.8 | 147.9
CCCCN(CC)CCCNC(=O)CC1Nc2ccccc2NC1=O (centres undefined) | -26.5 | 6.2
COc1ccc(-c2noc(C(C)n3nc(C)c([N+](=O)[O-])c3C)n2)cc1OC (centres undefined) | · | 3.5

Grouped by structure, those above with a COOH group (2)
SMILES | HIV RNase H inh | RmlCD inh mix
CC(Sc1ccc2ccccc2n1)C(=O)O (centres undefined) | -25.5 | ·
CC1(C(=O)O)Cc2ccccc2C(=O)O1 (centres undefined) | · | 5.1

The main list resumes, repeating the six entries before the break.
SMILES | HIV RNase H inh | RmlCD inh mix
CNC(=O)c1cc2c(=O)n3cccc(C)c3nc2n1C | -16.6 | ·
O=C(NCc1ccc(Cl)cc1)c1ccc(-c2ccccc2C(F)(F)F)o1 | · | -7.7
O=C(Nc1ccc(CN2CCOCC2)cc1)c1cc2ccccc2oc1=O | -4.4 | ·
O=C(COC(=O)C1CC(=O)N(Cc2ccccc2)C1)Nc1ccc2c(c1)OCO2 (centres undefined) | -11.8 | 147.9
CCCCN(CC)CCCNC(=O)CC1Nc2ccccc2NC1=O (centres undefined) | -26.5 | 6.2
COc1ccc(-c2noc(C(C)n3nc(C)c([N+](=O)[O-])c3C)n2)cc1OC (centres undefined) | · | 3.5
O=C1c2ccccc2CN1CCNS(=O)(=O)c1ccc2ccccc2c1 | · | 0.1
C/C(=N\Nc1nnc(C)c(=O)[nH]1)C(=O)O | · | -29.9
Cc1cc(OCC(=O)N2CCOCC2)c(C(C)C)cc1Cl | -59.5 | -0.5
COc1ccc2c(C)cc(N3CCOCC3)nc2c1 | · | 3.6
OCC1OC(n2cnc3c(NCCc4ccccc4)ncnc32)C(O)C1O (centres undefined) | · | -11.8
O=S(=O)(Nc1ccc(S(=O)(=O)N2CCCCC2)cc1)c1cccs1 | 0.2 | 1.2
O=C(CC1Sc2ncnn2C1=O)Nc1ccc(Br)cc1 (centres undefined) | 30.6 | -21.1
Cn1c(=O)cc(SCC(=O)N2CCN(C(=O)c3ccco3)CC2)c2ccccc21 | -0.3 | 6.8
CC(C)CC(=O)N1CCC(O)(CS(=O)(=O)Cc2ccccc2Cl)CC1 | · | 1.5
O=C1CC(c2ccc(F)cc2)Cc2nc(N3CCc4ccccc43)ncc21 (centres undefined) | 9.4 | ·
CCc1nnc(NC(=O)CSc2nnc(CNc3cccc(Cl)c3)n2CC)s1 | · | -10.4
COc1ccccc1OCC(=O)NCc1ccco1 | -13.0 | -12.5
S=C(c1cccs1)N1CCCC1 | 40.1 | -17.7
CCn1c(=O)cc(OCC(=O)NCC2CCCO2)c2ccccc21 (centres undefined) | -13.7 | 9.6
Cc1csc(C2=C(O)CN(c3ccc4c(c3)OCCOCCOCCOCCO4)C2=N)n1 | · | 16.7
O=C(O)c1ccc(CSc2nc3ccccc3o2)cc1 | -9.9 | -5.1
CC(C)CN1C(=O)CC(Sc2ccccc2C(=O)O)C1=O (centres undefined) | · | 6.0
O=C1c2ccccc2C(=O)N1OCCOCCOCCBr | · | -12.5
COc1ccc(OCCOC(=O)c2ccc(-n3cnnn3)cc2)cc1 | · | -6.7
O=C(CSc1ncn[nH]1)NCCOc1ccccc1 | -10.1 | 1.7
COC(C)(C)[C@H](O)COc1c2ccoc2cc2oc(=O)ccc12 | · | -11.3
CCOC(=O)n1c(=O)oc2cc(S(=O)(=O)N3CCCCC3)ccc21 | 6.1 | -4.7
O=C(C1CCCO1)N(c1cccc(Cl)c1)C1C=CS(=O)(=O)C1 (centres undefined) | -15.4 | 12.5
CC1CC(C)CN(C(=O)CNS(=O)(=O)c2ccc(Br)s2)C1 (centres undefined) | · | -89.3
CN(C)c1nc(OCCOC(=O)COc2ccc(Cl)cc2Cl)nc(N(C)C)n1 | -9.3 | 2.8
C=CCNC(=O)Nc1ccc2oc(C)nc2c1 | 0.7 | 8.4
O=C(COC(=O)c1cc(-c2ccco2)nc2ccccc12)NCc1ccccc1 | · | -27.1
Cc1ccc(Cn2c(C(C)Nc3nc(-c4ccc(F)cc4)cs3)nc3cc(Cl)c(Cl)cc32)cc1 (centres undefined) | · | 6.1
COc1ccc(N2CCN(CCNC(=O)CCN3C(=O)COc4ccccc43)CC2)cc1 | 7.1 | -16.5
CCOC(=O)C1CCN(C(=O)c2ccc(Cl)c(Cl)c2)CC1 | 0.9 | -8.9
CN(Cc1ccccc1)C(=O)CNC(=O)Cn1cnc2ccccc2c1=O | -21.4 | -8.7
COc1cc(CC(=O)NCc2ccccn2)cc(OC)c1OC | · | 14.1
CC(C)CCN1CCNC(=O)C1CC(=O)Nc1ccc(F)cc1 (centres undefined) | -3.3 | -23.9
C=CCNC(=S)NNC(=O)c1cccn(Cc2ccc(Cl)c(Cl)c2)c1=O | · | 71.9
O=C(c1ccc(Br)o1)N1CCN=C1SCc1cccc(F)c1 | 0.0 | -4.1
O=C1CCc2cc(S(=O)(=O)N3CCN(Cc4ccc5c(c4)OCO5)CC3)ccc2N1 | -10.7 | 5.3
S=C(NCCc1ccccc1)NC1CCCCCC1 | · | -10.3
C=CCOC(=O)C1=C(C)N=C2SCCC(=O)N2C1c1cccs1 (centres undefined) | -22.9 | 3.5
COc1cc(OC)cc(-c2cc(NC(C)=O)n[nH]2)c1 | 1.1 | 1.7
C[C@H]1O[C@@H](O[C@H]2[C@@H](O)C[C@H](O[C@H]3[C@@H](O)C[C@H](O[C@H]4CC[C@@]5(C)[C@H](CC[C@@H]6[C@@H]5C[C@@H](O)[C@]5(C)[C@@H](C7=CC(=O)OC7)CC[C@]65O)C4)O[C@@H]3C)O[C@@H]2C)C[C@H](O)[C@@H]1O | · | 1.1
CCN(C(C)=O)c1nc(CSc2nnc(NC(C)C)s2)cs1 | -5.7 | 6.8
CCOC(=O)C(Cc1ccccc1)NC(=O)CNC(C)=O (centres undefined) | 0.9 | -8.8
CCOC(=O)c1cc(-c2ccccc2)nn1CC1CC(c2cccc([N+](=O)[O-])c2)=NO1 (centres undefined) | · | -1.2
COC(=O)c1ccc(C(=O)OC)c(NC(=O)CN(c2ccc3c(c2)OCO3)S(C)(=O)=O)c1 | · | -10.1
Cc1nc2cc(NC(=O)Nc3ccc(N4CCOCC4)cc3)ccc2n1C | 2.4 | 4.0
Cc1c(NC(=O)CCSc2ccc(Cl)cc2)c(=O)n(-c2ccccc2)n1C | · | -1.2
COc1ccc(OC)c(C(=O)c2ccccc2)c1 | · | -3.6
CC(=O)c1cc2c(=O)c3cc(C)ccc3oc2nc1C | -29.0 | 3.6
COc1ccc(OC)c(S(N)(=O)=O)c1 | -13.3 | -1.3
C/C(=N/NC(=O)c1ccoc1C)C12CC3CC(CC(C3)C1)C2 | · | 7.9
O=C(CCc1ccc(S(=O)(=O)NCCc2ccccc2)cc1)NCc1ccc2c(c1)OCO2 | · | 4.8
CC(C)OC(=O)c1sc2nc3c(cc2c1N)C(=O)CCC3 | -6.2 | ·
CCC(Sc1nc(C)cc(C)n1)C(=O)O (centres undefined) | -8.7 | 5.0
OC(CN1C2=NCCCN2c2ccccc21)c1ccc(Cl)cc1 (centres undefined) | -11.6 | -18.8
CCN1CCCC1Cn1cnc2c([nH]c3ccc(Cl)cc32)c1=O (centres undefined) | -7.1 | -9.8
COc1ccc(N2CCN(C(=O)CCCC3=NS(=O)(=O)c4ccccc4N3)CC2)cc1 | 8.0 | -1.3

Some of the compounds tested; count on the stated rates, not on these rows.
